LDHA block – blocks human lactate dehydrogenase A | P00338 | purified LDHA, NADH/diaphorase-resazurin fluorescence; hits give low values | activity change, % (values are at about 110 or 230 µM) | hit rate 0.15% among 480,000; in the data active = activity change below about -30%; inconclusive = mostly about -25% to -30%;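 note: plate controls were DMSO wells for no effect and wells without enzyme for full effect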
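Remaining NADH was detected by diaphorase (0.133 mg/mL) converting 37 µM resazurin to fluorescent resorufin, read at 0 and 20 minutes. The preceding 5-minute room-temperature reaction used 2 nM LDHA, 0.2 mM sodium pyruvate and 0.06 mM NADH at pH 7.4.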
ERG-DNA inh – inhibitors of human ERG Ets domain-DNA interaction; P11308; fluorescence polarization, His-ERG Ets domain / labelled DNA; Potency, µM (titrated, usually from 76.9 µM), for inactives: at the top dose FP activity, negative = inhibition, most hits filed as inhibitors; hit rate 0.028% among 370,000; AID 624246; active = well fitted inhibition curve with a large enough effect in the polarisation, with a control signal flat; inconclusive = small, poorly fitted or top-dose-only effect, or effect the other way, or a change in a side signal; inactive = no such curve, though single readings can be large or run the other way; the % refers to the polarisation;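 note: polarization taken with two DNA probes labelled with fluorescein and Texas red; potency is the fitted concentration of half-maximal effect; % of control where 0% means no effect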
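His-tagged ERG Ets domain (1 uM in the protein solution; 300mM KCl, 50mM Tris-HCl, 1mM EDTA, 1mM DTT, pH 7.5) received compound, then a probe mix of 5 nM fluorescein-DNA and 100nM Texas-615-DNA. Fluorescence polarization was read for both dyes.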
Vif-A3F inh – inhibitors of Vif-A3F interaction; HeLa A3F-eYFP + Vif (tagged APOBEC3F with the HIV-1 protein that degrades it), YFP fluorescence increase; hit rate 0.2% among 390,000; Potency, µM (titrated, usually from 46.1 µM), for inactives: at the highest dose activity, negative = active; note: potency is the fitted concentration of half-maximal effect; % of control where 0% means no effect; nearly all actives have a fitted effect of over 65% in size
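HeLa cells stably expressing Vif plus C-terminally eYFP-tagged A3F were seeded, incubated overnight at 37 deg C, dosed with compound, incubated overnight again at 37 deg C. Yellow fluorescence (Ex 488/Em 500-530) reported blocked Vif-mediated A3F-eYFP degradation.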
Vif-A3G inh – inhibitors of Vif-APOBEC3G interaction; HeLa A3G-eYFP + Vif (tagged APOBEC3G with the HIV-1 protein that degrades it), YFP fluorescence, overnight; Q9HC16; Potency, µM (top dose mostly 46.1 µM), for inactives: at the highest dose activity, negative = active, actives largely listed as inhibitors; AID 602310; hit rate 0.076% among 410,000;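 note: potency is the fitted concentration of half-maximal effect; % is set by controls: 0 for no effect and ±100 for the full control effect; nearly all actives have a fitted effect of over 60% in size; hits raise eYFP signal because A3G escapes Vif-driven loss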
Target sequence (Q9HC16 whole entry, looked up): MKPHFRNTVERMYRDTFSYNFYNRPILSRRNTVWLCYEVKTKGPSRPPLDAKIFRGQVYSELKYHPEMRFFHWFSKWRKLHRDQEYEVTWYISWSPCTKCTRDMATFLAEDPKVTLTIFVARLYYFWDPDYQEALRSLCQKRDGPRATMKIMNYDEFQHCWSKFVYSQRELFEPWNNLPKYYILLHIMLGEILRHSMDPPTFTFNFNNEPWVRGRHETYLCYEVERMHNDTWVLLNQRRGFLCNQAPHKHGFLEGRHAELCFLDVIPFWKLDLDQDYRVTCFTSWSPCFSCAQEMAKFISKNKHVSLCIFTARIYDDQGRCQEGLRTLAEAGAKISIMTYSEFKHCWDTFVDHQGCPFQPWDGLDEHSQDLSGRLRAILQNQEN
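Read-out is eYFP fluorescence (Ex 488/Em 500-530) from Vif-expressing HeLa A3G-eYFP cells; more signal means A3G escaped Vif-mediated degradation. Cells plated overnight, compound pinned in, incubated overnight at 37 deg C.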
GRP78 ERSR act – inducers of ER stress response in human glioma cells; Potency, µM, for inactives: top-dose activation, usual class: activators; hit rate 0.02% among 420,000; U87-MG GRP78 promoter luciferase reporter, 16 h; AID 602332; note: potency is the fitted concentration of half-maximal effect; series mostly up to about 76 µM; % of control where 0% means no effect; nearly all actives have a fitted effect of over 35% in size
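Stably transfected U87-MG human glioma cells carrying a GRP78-based luminescent sensor were seeded at 1000 cells/well, pin-dosed with compounds and incubated 16 h. Luciferase reagent was then added, and end-point luminescence was read after 10 min at room temperature.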
RGS4 inhibitor – blocks human RGS4-accelerated GTP hydrolysis; hit rate 0.039% among 390,000; Potency, µM (top dose mostly 114 µM), for inactives: at the top dose activity change, negative = inhibition, hits mostly inhibitors; Transcreener GDP fluorescence polarization, RGS4-accelerated GTP hydrolysis; AID 504845; note: potency is the fitted concentration of half-maximal effect; % is set by controls: 0 for no effect and ±100 for the full control effect; nearly all actives have a fitted effect of over 75% in size; some results filed as inactive show a strong effect at the top dose
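MLSMR compounds (23 nl, pin-transferred) preincubated 10 min at room temperature with a 500nM (2x) first reagent, then RGS4 at 900nM (2x) plus Transcreener GDP mix added; fluorescence polarization (620/688 nm) read before and after 90 min at 30 °C.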
ALOX12 inh – inhibitors of human 12S-lipoxygenase ALOX12 | P18054 | Potency, µM (doses to about 108 µM), for the others: at the highest dose activity change, negative = inhibition, hits mostly inhibitors | purified 12hLO, xylenol orange hydroperoxide absorbance | hit rate 1.1% among 580,000 | AID 1671190; note: potency is the fitted concentration of half-maximal effect; % is set by controls: 0 for no effect and ±100 for the full control effect
Target sequence (P18054 whole entry, looked up): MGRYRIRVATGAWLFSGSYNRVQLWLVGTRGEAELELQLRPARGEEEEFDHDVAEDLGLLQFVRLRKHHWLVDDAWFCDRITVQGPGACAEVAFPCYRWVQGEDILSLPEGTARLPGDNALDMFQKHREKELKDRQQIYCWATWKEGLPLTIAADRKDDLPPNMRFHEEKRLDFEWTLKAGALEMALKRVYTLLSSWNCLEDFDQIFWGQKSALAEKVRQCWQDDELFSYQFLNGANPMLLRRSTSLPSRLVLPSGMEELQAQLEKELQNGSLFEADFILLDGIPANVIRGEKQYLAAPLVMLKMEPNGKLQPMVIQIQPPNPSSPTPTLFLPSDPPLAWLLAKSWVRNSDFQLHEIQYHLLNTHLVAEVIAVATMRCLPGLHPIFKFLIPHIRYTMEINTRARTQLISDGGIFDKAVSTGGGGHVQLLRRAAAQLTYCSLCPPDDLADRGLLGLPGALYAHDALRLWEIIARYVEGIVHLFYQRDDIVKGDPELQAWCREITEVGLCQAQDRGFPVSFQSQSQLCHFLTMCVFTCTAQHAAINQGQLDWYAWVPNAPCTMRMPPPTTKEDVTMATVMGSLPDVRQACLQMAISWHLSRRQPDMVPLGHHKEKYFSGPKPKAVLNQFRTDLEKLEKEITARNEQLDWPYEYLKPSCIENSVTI
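Purified human 12hLO (150 nM final) in 25 mM Hepes, 0.01% Triton X-100, pH 7.0 was preincubated 15 min at room temperature with compound. Then 40 uM arachidonic acid was added, 30 min. Hydroperoxide was read by Fe-XO absorbance ratio 573/405 nm.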
D2 ag – agonists of human D2 dopamine receptor; P14416; HEK293 T-REx D2 cells, calcium flux agonist mode; activation, % at 2 µM; hit rate 0.53% among 340,000;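 active = activation over 3 SD above normal in the single-dose calcium agonist read, cut at about 30% in these data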; note: 0% is about no effect
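HEK293 Trex D2 cells, tetracycline-induced, o/n 30 C 5% CO2; no-wash Ca dye, RT 30–90 min; 10-cycle baseline, 23 nl cpd added, kinetic Ca read 180 s; agonist hits = positive Ca response.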
D2 antag – D2 dopamine receptor (human) antagonism | P14416 | HEK293 TREx D2 cells, calcium flux, dopamine EC80 | inhibition, % at 10 µM | hit rate 2% among 340,000; in the data active = inhibition above about 30%; note: 0% is about no effect
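In this primary screen, negative modulation is detected by tracking calcium flux after an EC80 dopamine challenge in inducible HEK293 T-REx D2 cells preexposed to test compound for 180 s.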
* = called active by the depositor; u = inconclusive; x = no result given; & = joins results of further samples; [ ] = remark or other dose. Unless noted, calls come from the whole dose curve; as a rule, active = well fitted curve in the direction sought with a large enough effect; inconclusive = small, poorly fitted or top-dose-only effect, or another doubt; inactive = no such curve, though single readings can be large; an effect the other way counts as inactive or inconclusive. These rows are one share of the data (hit frequency here may not be typical).

No.	Compound	D2 antag	ERG-DNA inh	Vif-A3G inh	LDHA block	ALOX12 inh	Vif-A3F inh	GRP78 ERSR act	RGS4 inhibitor	D2 ag
1	O=C(CCCc1nc(-c2ccccc2)no1)NC1CCCC1	-13	-4%	3%	-6	-13%	-2%	-5%	2%	2.3
2	CC(C)Cc1ccc(S(=O)(=O)Nc2ccc3[nH]c(=O)[nH]c3c2)cc1	2	3%&4%	0%&1%	1&5	-9%&-11%	3%&3%	-4%&-4%	-12%&6%	0.0&0.3
3	O=C(O)c1ccccc1NC(c1ccccc1)c1ccc2cccnc2c1O (centres undefined)	x	5%	u	-4	18µM*	5%	7%	u	x
4	CC1CCN(S(=O)(=O)c2cc(C(=O)N3CCN(c4cccc(Cl)c4)CC3)n(C)c2)CC1	x	1%	0%	-3	u	1%	2%	3%	-0.7
5	COc1ccccc1CN1C2CCCC1CC(NC(=O)/C=C/c1ccccc1)C2 (centres undefined)	x	6%	1%	-10	3%	-22%	1%	-19%	x
6	CCN(CC(=O)Nc1c(F)cccc1F)C(=O)c1cccnc1SC	9	2%	2%	-4	113%[activator]	-5%	-3%	-32%	-0.4
7	CC(C)CCOc1ccc(C(=O)O)cc1	5	10%	-9%	-1	31%[activator]	4%	4%	3%	0.6
8	CCc1cccc2c(C(=S)N3CCCC3)c[nH]c12	-16	5%	1%	1	-10%	0%	1%	7%	0.7
9	CCOC(=O)Cc1csc(NS(=O)(=O)c2ccccc2)n1	6	-3%	1%	-13	0%	4%	-7%	-43%	0.5
10	COc1ccccc1NC(=O)NCCN1CCN(c2cccc(Cl)c2)CC1	53*	-12%&-1%	1%&6%	1&-2	7%&-10%	3%&1%	-6%&-3%	-21%&15%	10&6.8
11	O=C(NNS(=O)(=O)c1ccc(F)cc1F)c1csc(-c2cccnc2)n1	-9	1%	0%	-14	37%	0%	-3%	-4%	-2.4
12	Cc1ccc(OCC(=O)Nc2ccc3nc(SCC(=O)N4CCc5ccccc54)sc3c2)cc1	x	0%	0%	-1	1%	-9%	-2%	6%	x
13	Cc1ccc(-c2cc(Cc3ccccc3)c(=O)[nH]n2)cc1	4	-8%	2%	0	-18%	-8%	-3%	-1%	-1.0
14	Cc1cc(C)nc(N2CCCC(C(=O)Nc3ccc4c(c3)OCO4)C2)n1 (centres undefined)	-20	3%	1%	-1	-29%	-2%	-3%	-15%	-1.3
15	O=C(O)Cc1ccc(C(=O)c2ccc(Cl)cc2)s1	-1	-3%	0%	-3	u	0%	-10%	9%	2.1
16	Cc1c(C(=O)N(Cc2ccc(F)cc2)C2CCS(=O)(=O)C2)oc2ccccc12 (centres undefined)	28	3%	0%	-11	-5%	4%	-3%	-20%[56.9 µM]	-0.4
17	Cc1ccc(-n2nc3c(c2NC(=O)C2CCCC2)CS(=O)(=O)C3)cc1	-15	0%	7%	1	-1%	0%	-6%	3%[11.4 µM]	0.4
18	CCn1cc(C(=O)N2CCc3ccccc32)c(=O)c2cc(S(=O)(=O)N3CCCC3)ccc21	6	-8%	0%	0	-9%	-2%	-4%	-9%	0.9
19	CCc1c(C)nc2nncn2c1NCc1ccc(Cl)cc1	x	6%	x	-2	-11%	x	x	16%	1.5
20	CCCCNC1(C#N)CCN(Cc2ccccc2)CC1	x	-1%	5%	-9	-2%	-19%	-1%	32%	x
21	COc1ccc(C)cc1NC(=O)C1CC(=O)OC12CCCCC2 (centres undefined)	-7	3%	0%	-11	-20%	-1%	0%	-15%	-0.2
22	CCCCCCNc1cc2n(c(=O)n1)CCc1cc(OC)c(OC)cc1-2	-6	-6%	-7%	0	-16%	-7%	-3%	-7%	0.3
23	CCn1c(COc2ccc(C)cc2)nnc1SCc1ccc(C#N)cc1	3	-2%	0%	-3	19%	-10%	-3%	15%	-0.8
24	CC1CCN(S(=O)(=O)c2ccc3c(c2)N(CC(=O)NCCCN2CC(C)CC(C)C2)C(=O)CS3)CC1 (centres undefined)	-21	-1%	-2%	-8	-11%	0%	-3%	13%	0.6
25	Cc1ccc(CS(=O)(=O)CC(C)(O)c2ccccc2)cc1 (centres undefined)	-15	-3%	1%	-6	0%	1%	-5%	7%	-3.1
26	CC(C)c1nnc(NC(=O)C2CCN(C(=O)Nc3ccc(Cl)cc3)CC2)s1	-2	-5%	-2%	-10	-28%	10%	3%	15%	0.5
27	Cc1ccc(NC(=O)c2c(O)c3ccccc3n(C)c2=O)nc1	x	2%	3%	1	-10%	2%	-2%	-17%	x
28	CCOc1ccc(S(=O)(=O)Nc2ccccc2SC)cc1	-17	3%	-19%	-3	-6%	-14%	-2%	-23%	-0.7
29	CCc1ccc(CNC(=O)c2cc3ccccn3n2)cc1	x	3%	-1%	-8	-28%	-3%	-3%	-8%	0.2
30	COC(=O)c1ccc(-n2c(CCC(=O)O)ccc2-c2ccc(C)cc2)cc1	5	-7%&5%	-2%&-4%	-6&0	-33%	-11%&2%	4%&6%	-1%&-54%	-0.3&0.5
31	COc1ccc(OC)c(/C=N/c2c(-c3ccc(O)c(OC)c3)nc3ccccn23)c1	x	9%	2%	-4	-11%	1%	-2%	27%	x
32	O=C(CNC(c1ccccc1)c1ccccc1)Nc1ccccc1-c1ccccc1	3	-6%	-3%	-1	-5%	-2%	-3%	-5%	-0.5
33	CCCCC1(CCCC)NC(=S)N(Nc2ccc(C)cc2)C1=O	-19	x	-5%	-6	12%	-1%	-2%	24%	0.5
34	COC(=O)[C@@H]1CCCN1C(=O)CCc1nnc(CCC2CCCCC2)o1	11	-7%	-3%	-4	1%	0%	2%	17%	1.1
35	CCn1c(-c2ccccc2O)n[nH]c1=S	11	2%	-1%	-3	-20%	-9%	-4%	-3%	0.4
36	NS(=O)(=O)c1ccccc1	10	-2%	8%	0&-4	30%&-13%	6%	-5%	-6%	0.6
37	Cc1ccn2c(NC3CCCC3)c(-c3ccncc3)nc2c1	-15	6%	-14%	-2	-8%	-1%	-2%	20%	-1.4
38	COc1ccccc1N1CCN(C(=O)c2ccc(S(=O)(=O)N3CCCCCC3)cc2)CC1	-9	-2%	-2%	-7	0%	-2%	-5%	-22%	0.1
39	COc1ccc(CN(C)CC(=O)NC(=O)NC2CCCCC2)cc1	x	19%	1%	0&2	0%&9%	0%	1%	-8%	x
40	Cc1nc(-c2nnc(SCC(=O)Nc3ccc(Cl)cc3)n2C)cs1	-15	1%	3%	-1	20%	-15%	-1%	-24%	-0.1
41	CCOCN(C(=O)Cn1c(COC)nc2ccccc21)c1c(C)cccc1CC	5	1%&1%	4%&0%	0&2	-23%&6%	2%&-7%	-4%&0%	17%&-35%	1.7
42	Cc1ccccc1C(=NCCCN(C)C)c1ccccc1C	-11	-1%	-1%	-7	-22%	4%	-3%	-15%	-0.4
43	CN(C)c1ccc(/C=N/c2cc(-c3ccccc3)nn2-c2ccccc2)cc1	-9	-8%	-3%	-2	0%	2%	3%	-4%	0.7
44	CCc1ncc(C(O)c2cccc(OC)c2OC)n1C (centres undefined)	10	-15%	8%	-9&2	-10%&-4%	-1%	-3%	15%	-1.7
45	COC(=O)c1sccc1NC(=O)CC1C(=O)NCCN1C(=O)c1c(F)cccc1Cl (centres undefined)	-9	-4%	0%	-13	47%[activator]	5%	-2%	0%	-1.2
46	C#CCOCCOCCOCCNc1nc(N2CCN(C(=O)[C@H](CCC(=O)O)n3cc(C(N)CC(C)C)nn3)CC2)nc(N2CCN(C(=O)[C@H](Cc3ccc(O)cc3)n3cc(C(N)CC(C)C)nn3)CC2)n1 (some centres undefined)	-9	1%	0%	0	x	4%	1%	-18%	0.2
47	O=C(Cc1cccc2ccccc12)N/N=C/c1ccncc1	x	3%	-7%	-6	7%	u	-3%	9%	x
48	Cc1oc(-c2ccccc2)nc1C(=O)OCC(=O)NCc1ccc(F)cc1	x	x	0%	-3&1	u	-4%	-4%	x	x
49	CCOC(=O)c1ccc(NS(=O)(=O)c2ccc3c(c2)oc(=O)n3C)cc1	5	-8%	0%	2	9%[57.4 µM]	-3%	-1%	-14%	-1.8
50	Cc1ccc(NC2CCCN(C(=O)CN3C(=O)c4ccccc4C3=O)C2)cc1C (centres undefined)	-8	8%	-1%	6	439%[activator]	5%	0%	-44%	0.6
51	CC1=C(C(=O)N(C)C)C(c2ccc(C)s2)NC(=S)N1 (centres undefined)	x	10%	-1%	-1	-20%	-9%	-5%	-28%	x
52	Cc1cccc(C)c1NC(=O)c1ccc(CN2CCc3ccccc3C2)cc1	2	5%	-5%	-2	0%	1%	-5%	-22%	0.0
53	O=C(NC1CC2CCCC(C1)N2C(=S)Nc1ccc(Cl)cc1)C1CC1 (centres undefined)	-31	3%	-1%	-7	-3%	-5%	-5%	-4%	1.1
